Keap1-Nrf2 PPI: inhibitors of human Keap1-Nrf2 protein-protein interaction; Keap1 Kelch-Nrf2 peptide fluorescence polarization, 1536-well; 340,000 tested, 0.15% active; inhibition, % at 9.4 µM; Q14145; AID 504523; in the data active = inhibition above about 12%;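 also: human Keap1 Kelch domain with fluorescein labeled Nrf2 9mer peptide probe; 0% = neutral control wells and 100% = peptide positive control; higher means more block of Keap1 binding to Nrf2 peptide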
Target sequence (Q14145 whole entry, looked up, the tested form may be a part): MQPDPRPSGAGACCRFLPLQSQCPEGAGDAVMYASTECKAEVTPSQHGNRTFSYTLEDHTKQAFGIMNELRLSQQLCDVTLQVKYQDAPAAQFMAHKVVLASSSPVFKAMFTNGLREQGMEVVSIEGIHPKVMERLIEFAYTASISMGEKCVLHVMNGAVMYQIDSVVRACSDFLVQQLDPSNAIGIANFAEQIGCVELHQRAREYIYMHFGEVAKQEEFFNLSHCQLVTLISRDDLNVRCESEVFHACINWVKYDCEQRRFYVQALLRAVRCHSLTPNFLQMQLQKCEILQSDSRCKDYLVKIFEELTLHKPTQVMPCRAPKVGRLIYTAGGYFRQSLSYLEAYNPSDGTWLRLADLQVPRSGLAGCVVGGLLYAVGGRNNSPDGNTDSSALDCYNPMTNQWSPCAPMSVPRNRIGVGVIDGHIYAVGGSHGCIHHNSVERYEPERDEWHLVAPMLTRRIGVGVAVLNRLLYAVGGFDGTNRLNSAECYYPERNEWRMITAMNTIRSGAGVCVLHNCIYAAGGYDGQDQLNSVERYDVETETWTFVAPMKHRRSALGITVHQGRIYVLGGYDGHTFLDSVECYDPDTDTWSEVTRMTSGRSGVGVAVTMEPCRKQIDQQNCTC
PfHsp90 yeast 2: inhibits growth of yeast expressing Plasmodium falciparum Hsp90 | AID 504621 | 310,000 tested, 0.32% active | S. cerevisiae expressing PfHsp90, BacTiter-Glo ATP, 48 h; yeast lacking PDR1 and PDR3 efflux regulators | inhibition, % at 9.4 µM;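 active = every replicate shows inhibition above about 80%, whatever the replicate mean, limit read from the data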;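 also: 0% = DMSO neutral controls and 100% = 20 µM radicicol positive controls; yeast relying on Plasmodium falciparum Hsp90 in place of its own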
NSD2 HMT inh: blocks human histone methyltransferase NSD2. NSD2 peptide methylation, AlphaScreen, 120 min. inhibition, % at 12.5 µM. 310,000 tested, 0.54% active. AID 743445; in the data active = inhibition above about 50%
Cardiac RTF inh: cardiac RTF calcium desensitization. AID 493244. 340,000 tested, 0.12% active. IANBD-labeled cardiac RTF, Ca2+ fluorescence. inhibition, % at 7.15 µM;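 active = inhibition above the mean inhibition of all tested compounds plus 3 SD, cut at about 17% in these data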;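 also: assay run at fixed EC70 calcium of 1.6 mM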
CDK5 p35 inh: blocks human CDK5/p35 kinase activity; inhibition, % at 10 µM; AID 488839; Q00535+Q15078; Recombinant CDK5/p35, ADP-Glo luminescence, 60 min; 330,000 tested, 0.01% active;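 active = highest replicate inhibition of at least 50% and at least 75% of replicates reaching 50%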;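 also: plate controls were DMSO neutral control for no effect and GW8510 at 10 µM for full effect; many of its hits are not listed in these tables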
LANA DNA inh: KSHV C-LANA DNA binding inhibition; MBP-C-LANA/FAM-LBS DNA binding, fluorescence polarization; inhibition, % at 9 µM; 340,000 tested, 0.078% active; AID 504423;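 active = highest replicate inhibition at or above 60% at 9 µM, even if other replicates fall short; inactive = all replicates below 60% inhibition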;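 also: 0% = neutral control wells and 100% = 4 µM acridine orange control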
cardiac RTF act: cardiac RTF calcium sensitization | IANBD-labeled TnC RTF fluorescence at EC20 calcium; 0% EC20 calcium, 100% full calcium | activation, % at 7.2 µM | 340,000 tested, 0.24% active | AID 493008;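 active = activation above the mean over all tested compounds plus 3 SD, cut at about 30% in these data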;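 also: rise in fluorescence read as greater calcium sensitivity of cardiac thin filaments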
SUMO Mot1 rescue: inhibitors of SUMOylation pathway: yeast Mot1-301 growth rescue | growth rescue, % at 18.8 µM | S. cerevisiae Mot1-301 growth rescue, ATP luminescence, 38.5C; percent above DMSO median, 100 means doubled | 320,000 tested, 1% active;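 active = every valid replicate shows activation above 250% relative to neutral control wells; inactive = the rest, any valid replicate at or below 250%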;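 also: OY570 slx delta 5 strain wells were the positive control but not used for scaling; some compounds called inactive have numbers as strong as hits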
PvdQ inh: blocks Pseudomonas aeruginosa PvdQ acylase activity | purified PvdQ acylase, fluorescence plate reader | inhibition, % at 10 µM | 340,000 tested, 0.063% active; in the data active = inhibition above about 30%, passing the limit was not always enough;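 also: 0% = vehicle neutral wells and 100% = reference inhibitor wells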
dFosB act: enhances mouse delta FosB homodimer DNA binding. purified delta FosB, TAMRA-CDK5 oligo fluorescence polarization; percent of positive-control signal above neutral wells. 340,000 tested, 0.99% active. activation, % at 25 µM. P13346;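 active = mean activation above about 17%, with every replicate also reaching it, limit read from the data, passing the limit was not always enough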;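 also: fluorescence polarization rise as delta FosB binds a TAMRA Cdk5 AP-1 oligo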
Rtt109 HAT inh: C. albicans Rtt109 histone acetyltransferase inhibition; Q5AAJ8; purified Rtt109/Vps75, ThioGlo CoA-SH fluorescence, 4 h; inhibition, % at 34.9 µM; 330,000 tested, 0.16% active; AID 540336;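 active = inhibition of at least 50% in every replicate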
Target sequence (Q5AAJ8 whole entry, looked up): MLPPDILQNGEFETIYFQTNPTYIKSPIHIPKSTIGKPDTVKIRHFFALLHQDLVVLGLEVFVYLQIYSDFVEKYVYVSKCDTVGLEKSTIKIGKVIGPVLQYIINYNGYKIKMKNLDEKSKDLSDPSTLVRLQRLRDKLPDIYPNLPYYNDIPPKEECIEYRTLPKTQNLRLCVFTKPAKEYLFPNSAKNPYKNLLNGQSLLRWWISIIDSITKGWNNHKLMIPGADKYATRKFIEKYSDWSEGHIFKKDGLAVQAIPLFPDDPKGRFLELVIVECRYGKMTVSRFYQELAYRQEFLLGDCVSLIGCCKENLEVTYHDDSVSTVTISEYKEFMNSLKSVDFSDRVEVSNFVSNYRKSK
The depositor's hits bear a star; / = no result given.

entry	SMILES	Keap1-Nrf2 PPI	PfHsp90 yeast 2	NSD2 HMT inh	Cardiac RTF inh	CDK5 p35 inh	LANA DNA inh	cardiac RTF act	SUMO Mot1 rescue	PvdQ inh	dFosB act	Rtt109 HAT inh
1	CC(C)(C)NC(=O)CC1C[C@H](C(=O)N2CCCCC2)[C@@]2(CCc3ccccc3)c3[nH]c4ccccc4c3CCN2C1=O (some centres undefined)	-3	-3	/	0	0.1	1.5	3	-20	-1	-13	6
2	Cc1nc(SCc2cccc(F)c2)c2oc3ccccc3c2n1	-4	-36	-3	-10	-2.1	-1.0	7	-6	-27	-14	-12
3	Cc1ccc(S(=O)(=O)N(C)CC(=O)N/N=C/c2ccc(C)o2)cc1	4	0	0	-9	1.3	-3.1	5	311	-9	-4	1
4	O=C(Cc1ccccc1)NNS(=O)(=O)c1ccccc1[N+](=O)[O-]	-3	4	2	-18	-0.3	-2.2	-7	9	-6	2	-1
5	Cc1ccc(NS(=O)(=O)c2ccc3c(c2)C(=O)c2ccccc2C3=O)c(C)c1	1	-6	18	-2	-0.2	-1.6	2	-1	-5	-2	11
6	CCOc1ccc(NC(=S)NC(=O)C2CCCC2)cc1	-8	34	1	2	-2.5	-0.6	-2	3	-11	-4	-8
7	COc1ccc(C(=O)N(C)CC2CCN(CCc3cccc(C(F)(F)F)c3)CC2)cc1C	0	9	7	-11	0.2	0.3	-5	386	-5	-16	-2
8	CCNC(=O)NC(=O)CSc1ccccc1F	-2	-25	-2	-12	3.1	0.2	-3	-14	7	-2	/
9	CCOc1ccc(NC(=O)NCCCn2c(C)nc3cc(C)c(C)cc32)cc1	-3	/	0	8	-3.0	0.6	-1	15	7	6	10
10	CC(=O)N1CCc2c(sc(NC(=O)Cc3ccc(C)cc3C)c2C#N)C1	0	19	3	-1	-4.2	-0.9	0	-3	-11	12	1
11	CCOc1ccc2[nH]c(=O)c(CN(CCO)Cc3nnnn3CCc3ccccc3)cc2c1	3	-19	0	-8	-0.7	0.0	0	0	-9	-10	-28
12	Cc1nn(C)cc1S(=O)(=O)NCc1ccccc1Cl	0	21	-4	-11	-0.8	-1.1	0	-22	-20	-2	0
13	Cc1ccc(NC(=O)CSCC(=O)Nc2cccc3ncccc23)cc1	0	/	-2	-2	0.3	-1.2	5	-16	-8	4	3
14	Cc1nn(-c2ccccc2C(F)(F)F)c(=O)c2noc(C)c12	-4	13	-4	3	0.2	1.0	2	1	-14	-1	6
15	Cc1ccc(C)c(S(=O)(=O)N2CCN(C(=O)Cn3cnc4c3c(=O)n(C)c(=O)n4C)CC2)c1	-4	12	-1	-5	0.2	5.1	-1	-1	15	-2	-7
16	Cc1ccc(N2CC(C(N)=O)CC2=O)cc1C (centres undefined)	6	/	-5	10	-2.1	-0.7	-1	-21	0	7	-8
17	O=C(NCCCn1ccnc1)NC(C(F)(F)F)C(F)(F)F	-6	2	2	-5	-1.0	-0.7	-2	/	6	0	14
18	CC(C)[N+](C)(C)CC#CC(O)(c1ccccc1)c1ccccc1	-6	1	-8	-6	-1.9	-1.9	0	17	-13	-2	-25
19	N#C/C(=C\c1ccc(-c2cccc([N+](=O)[O-])c2)o1)C(=O)NCCN1CCOCC1	2	-2	4	-6	-0.2	-1.6	1	7	-4	1	1
20	CC(C)(C)c1ccc(S(=O)(=O)NCCc2ccncc2)cc1	1	2	/	-1	0.5	-2.2	0	151	-8	6	-2
21	COCCn1ccc2c(OCC(=O)Nc3cccc(NC(C)=O)c3)cccc2c1=O	3	0	1	-4	0.1	-0.3	-7	84	-5	5	-2
22	CN(C)N1C(N)=C(C#N)C(c2ccccc2)C2=C1CC(C)(C)CC2=O (centres undefined)	-1	1	-1	-3	-0.7	-1.2	2	2	-14	-11	2
23	O=S(=O)(c1cnc(Cl)c(Br)c1)N1CCc2ccccc21	-7	-21	/	-3	-0.4	2.6	-6	5	-8	0	-1
24	Cc1ccc(NC(=O)CN2C(=O)N/C(=C/c3ccc(N4CCOCC4)cc3)C2=O)cc1	-1	-3	-4	-6	0.6	2.2	-2	-20	-1	-2	3
25	COC(=O)COc1ccc(S(=O)(=O)Nc2ccc(C(N)=O)cc2)cc1C	-2	-2	1	-2	-0.7	-0.3	-7	12	-4	-2	-9
26	CCc1ccc(N(CC(=O)NC2CC2)S(=O)(=O)c2ccc(C)cc2)cc1	-7	8	-1	-1	0.6	-1.5	-2	5	11	-7	31
27	Cc1ccccc1Cn1nc(C)c(NC(=O)c2cc(-c3ccco3)on2)c1C	-5	-18	0	-4	-0.5	0.9	-5	35	-5	-8	0
28	CN(C)S(=O)(=O)N1CCc2ccc(NC(=O)C3CCCO3)cc2C1 (centres undefined)	-2	1	-4	3	1.3	-0.9	2	/	11	5	-3
29	Fc1ccc(N2CCN(C(=S)NCc3ccco3)CC2)cc1	-2	10	-2	0	0.5	-0.2	0	5	-16	-3	2
30	CCC(C)NC(=O)CSc1nnc(-c2cc(OC)c(OC)c(OC)c2)c(-c2cc(OC)c(OC)c(OC)c2)n1 (centres undefined)	-6	21	1	4	-1.4	-0.9	-4	2	-11	-15	-10
31	Cc1ccc(CN(C(=O)c2cccs2)C2CCS(=O)(=O)C2)cc1 (centres undefined)	-9	-21	-1	-4	-2.8	-2.4	1	-8	-4	-2	-6
32	c1ccc(CN2CCC(=NNc3nc4ccccc4[nH]3)CC2)cc1	-1	-20	6	0	0.9	-0.5	2	9	-1	-1	8
33	CCOC(=O)c1c(C)[nH]c(C(=O)Cn2nnc(-c3ccc(Cl)cc3)n2)c1C	0	-46	0	-19	-0.4	-1.9	-2	-8	-18	-8	-6
34	CCn1c(=S)sc2c(=O)n(-c3ccccc3)c(SC)nc21	-1	-25	2	-3	-2.8	0.7	1	-4	-14	1	-9
35	CCCNC(=O)c1ccc(N2CCC3(CC2)CC(c2ccccc2)=NO3)c(NC(=O)c2ccco2)c1	6	0	/	-1	0.8	-0.5	-2	22	-14	-8	2
36	COc1ccc(CNC(=O)c2cccc(N3CCCC3=O)c2)cc1	-2	-38	8	-11	0.4	-1.5	9	-6	-10	-4	0
37	CCc1nnc(N2C(=O)c3ccc(Oc4ccc([N+](=O)[O-])cc4)cc3C2=O)s1	-3	8	0	-8	-1.8	-1.1	-7	-17	-8	-4	4
38	CCOCCCNC(=O)CN1C(=O)CSc2ccc(S(=O)(=O)N3CCOCC3)cc21	-2	13	2	-7	-0.2	-2.0	2	7	-6	-12	-17
39	COc1cccc(C(=O)N2CCCC(c3nc(-c4cccs4)no3)C2)c1 (centres undefined)	-2	-11	0	-13	-0.8	-0.7	-4	-9	-15	-6	-5
40	CN1CCN(c2ccc(NC(=O)COc3ccc4ccccc4c3)cc2)CC1	-2	-15	125*	-2	1.8	0.3	-1	-20	-16	-18	-7
41	O=C(NCc1cccnc1)c1ccc(NS(=O)(=O)c2cccc([N+](=O)[O-])c2)cc1	-7	3	2	-5	-2.2	-1.5	-1	7	-15	-6	-13
42	Clc1ccc(-n2ncc3c(N4CCCCCC4)ncnc32)cc1	-4	29	/	-11	0.6	-0.5	7	-5	-11	-15	-1
43	Cc1ccc(S(=O)(=O)N2CCC(C(=O)N3CCN(c4ccccn4)CC3)CC2)cc1	-1	13	-1	-7	-0.4	0.0	-6	-7	-7	-4	-4
44	COc1ccc(C(=O)CSc2nnc(Cn3cnc4ccccc43)o2)cc1	0	/	-4	-7	-1.2	-0.5	3	6	-7	0	-6
45	O=C(NCCN1CCOCC1)C(=O)NCc1ccco1	1	/	-2	9	-0.2	0.8	-3	-10	4	-2	-2
46	S=c1[nH]c2ccc(Cl)cc2[nH]1	-4	11	1	7	4.5	0.8	-1	/	6	4	2
47	CCC(C)NC(=O)c1c(F)c(F)c(F)c(F)c1F (centres undefined)	4	49	-2	-12	0.9	-1.6	-5	5	-9	-1	-3
48	CC1CN(CCOc2ccccc2C(C)C)CC(C)O1 (centres undefined)	-1	17	-1	0	1.0	-0.9	-10	16	8	-2	10
49	CN(CC(=O)Nc1ccc(F)cc1)C(=O)CN1C(=O)NC2(CCCCC2)C1=O	-4	-26	-2	-1	-1.3	0.7	1	-10	-17	0	-8
50	O=C(NCc1ccccc1C(F)(F)F)C12CN(Cc3ccccc3)CC1C(c1ccc([N+](=O)[O-])cc1)=NO2 (centres undefined)	-3	1	/	-5	0.9	1.7	-8	1	-8	-16	5
51	NC(=O)NC(Cc1ccccc1)C(=O)NCC1(N2CCCCC2)CCCCC1 (centres undefined)	-13	15	1	-6	-2.4	-1.5	15	12	-5	0	15
52	Cc1c(NC(=O)COC(=O)C2(c3ccccc3F)CCCC2)c(=O)n(-c2ccccc2)n1C	-1	15	-3	-23	0.6	3.7	0	-4	-9	-15	5
53	O=C(Nc1ccc2c(c1)OCO2)C1CCN(S(=O)(=O)c2cccc3cccnc23)CC1	1	0	/	4	0.4	0.3	-6	-10	2	0	-8
54	CC1(C)OC2OC(COC(=O)c3ccccc3)C3OC(C)(C)OC3C2O1 (centres undefined)	-3	-32	-3	-4	-0.2	-2.0	5	-23	-9	-13	-3
55	CCC(Oc1ccc(Cl)cc1)C(=O)N1CC(=O)Nc2ccccc21 (centres undefined)	0	-13	-2	0	-1.6	0.6	-1	16	4	-8	23
